Growth percent in the NCI-60 one-dose screen (48 h, 10 µM unless noted): 100 = growth as untreated, 0 = no growth, -100 = all killed.
A549/ATCC – A549/ATCC NSCLC. actives 3.7% (n = 81,000). AID 1794740
UACC-62 – UACC-62 melanoma. actives 5.4% (n = 81,000). AID 1794756
HOP-92 – HOP-92 NSCLC cells; actives 6.3% (n = 71,000)
CCRF-CEM – CCRF-CEM leukemia | actives 7% (n = 77,000) | AID 1794778
HOP-62 – HOP-62 NSCLC. actives 3.9% (n = 80,000). AID 1794735
EKVX – EKVX NSCLC. actives 3% (n = 71,000)
RPMI-8226 – RPMI-8226 leukemia cells; actives 7.5% (n = 77,000); AID 1794781
M14 – M14 melanoma. actives 6.2% (n = 80,000). AID 1794745
* hit, by the source's call; . = no result given; & = joins results of further samples; [ ] = dose if it differs, or a comment. Rule for the calls: active = growth percent below 10; inactive = the rest.

cpd	canonical_smiles	A549/ATCC	UACC-62	HOP-92	CCRF-CEM
1	O=C(COc1ccc2c(c1)CCCC(=O)N2)NCc1ccccc1	103.4	86.5	.	78.0
2	N#Cc1nc(CC(=O)/C=C/c2ccccc2)c(CC(=O)/C=C/c2ccccc2)nc1C#N	96.6	69.5	83.6	87.3
3	COC(=O)CCN1CCN(c2cccc(Cl)c2)CC1	102.0	97.9	90.0	65.8
4	O=C1CSC(SC(=O)Oc2ccc(Cl)cc2Cl)=N1	97.5	107.5	.	.
5	COc1ccc(C(=O)CSc2nccc(Nc3ccc(S(=O)(=O)Nc4ncccn4)cc3)n2)cc1	107.9	109.9	113.5	114.3
6	CCCCCN1C(=O)[C@H](CC(C)C)C[C@H]1CNCC(=O)OC(C)(C)C	88.1	94.6	75.7	99.6
7	Cc1ccc2nc(-c3ccc(OCC(=O)N=Nc4c(O)[nH]c5ccccc45)cc3)[nH]c2c1	79.2	96.5	81.9	9.3*
8	O=C(CNc1ncnc2sc3c(c12)CCCC3)N=Nc1c(O)[nH]c2ccccc12	89.7	84.1	95.4	96.1
9	CC1CCc2c(sc(NC(=O)CSc3nnc4ccccn34)c2C(N)=O)C1 (configuration not stated)	117.6	101.1	97.8	100.8
10	C/C(=C\c1ccc2ccccc2c1)[N+](=O)[O-]	97.3	78.2	.	-25.4*

cpd	HOP-62	EKVX	RPMI-8226	M14
1	92.5	95.2	94.9	83.0
2	92.2	69.9	94.8	105.1
3	98.5	94.8	73.4	102.2
4	93.3	105.8	.	98.3
5	120.7	103.8	104.3	105.2
6	84.9	98.2	104.9	97.7
7	104.4	.	25.7	77.3
8	92.6	89.9	80.7	102.6
9	110.5	150.2	118.6	117.5
10	98.7	.	-33.9*	22.4

More structures follow.
cpd	canonical_smiles	A549/ATCC	UACC-62	HOP-92	CCRF-CEM
11	CCCCCCCCCCNC(=O)CI	95.1	59.4	-79.0*	-47.1*
12	Cc1ccc(-n2nnc(C(=O)NCC(=O)Nc3ccccc3)c2C)cc1	102.9	97.1	115.7	103.4
13	O=C(O)c1ccccc1Cc1ccc(F)c2ccccc12	95.3&101.0	105.6&101.3	74.6	96.3&98.8
14	CN(C)CC(=O)Nc1nc(-c2cccc(NS(=O)(=O)c3cccc4c(N(C)C)cccc34)c2)cs1	80.1	72.5	60.8	83.7
15	N#CC(C#N)C(C#N)C#N	79.0	98.6	101.5	104.6
16	N#CC1(C#N)C2c3ccccc3C(c3ccccc32)C1(C#N)C#N	100.4	95.5	114.2	47.7
17	Cc1cccc(CN)n1	102.0	98.4	.	.
18	COc1cc2cc(NCc3cccc(Cl)c3)nc(C)c2cc1OC	41.3	14.4	57.8	27.5
19	CCOC(=O)/C(C#N)=C/c1ccc([N+](=O)[O-])cc1	109.9	.	.	97.9
20	O=c1nc2s/c(=C\c3ccco3)c(=O)n2c2nc(-c3ccccc3)c(-c3ccccc3)nc12	97.7	96.6	107.9	111.6

cpd	HOP-62	EKVX	RPMI-8226	M14
11	-20.8*	.	-37.1*	-24.8*
12	103.6	101.1	101.2	107.7
13	109.1&94.3	106.7	96.2&110.3	102.0&129.2
14	102.6	68.9	60.6	100.4
15	90.9	99.7	107.2	99.7
16	100.1	97.4	92.6	98.7
17	101.1	106.8	.	101.6
18	51.4	60.0	8.0*	29.4
19	119.3	.	99.0	105.0
20	99.4	100.5	113.8	105.8

Continued.
cpd	canonical_smiles	A549/ATCC	UACC-62	HOP-92	CCRF-CEM
21	Cc1ncc(C(=O)Nc2ccccc2)[nH]1	.	107.4	107.1	102.0
22	Cc1ccc(C(=O)OC(C)C)cc1	104.4	102.2	105.1	101.7
23	COc1ccc(-c2cnc(SCC(=O)Nc3ccc(-c4nc5ccccc5s4)cc3)n2-c2ccc(OC)cc2)cc1	101.2	93.2	93.6	94.2
24	O=C(NNC(=O)c1ccc2ccccc2c1)c1cccc(Cl)c1	103.8	102.5	96.9	95.4
25	COc1ccc(-c2nn(Cc3ccccc3)c3c2-c2oncc2CC3)cc1	80.2	85.4	80.5	77.7
26	CCCCC(C(=O)O)C1CCCCC1 (configuration not stated)	120.6	96.9	96.1	113.6
27	COc1cc(C2CC(c3ccc(N4CCOCC4)cc3)=NN2c2nc(-c3ccc(Cl)cc3)c(C#N)c(N3CCOCC3)n2)cc(OC)c1OC (configuration not stated)	86.1	98.7	.	96.7
28	O=C(Nc1nc2ccc(OC(F)(F)F)cc2s1)c1ccc(F)cc1	14.5	7.8*	-14.0*	32.1
29	CS(=O)(=O)c1ccc(C(=O)N=Nc2c(O)[nH]c3ccccc23)cc1	100.8	104.2	110.6	95.6
30	COc1ccc2cc(-c3csc(N)n3)c(=O)oc2c1	87.3	82.1	103.5	94.5

cpd	HOP-62	EKVX	RPMI-8226	M14
21	117.1	101.6	109.9	109.6
22	119.4	107.7	103.2	104.2
23	106.3	108.2	112.7	111.9
24	100.6	93.8	97.9	111.4
25	125.3	72.2	.	118.2
26	96.6	92.5	121.9	95.0
27	99.4	79.6	74.4	92.0
28	26.1	15.6	.	37.3
29	111.4	104.4	108.3	101.2
30	91.5	57.7	82.3	98.9

(further entries)
cpd	canonical_smiles	A549/ATCC	UACC-62	HOP-92	CCRF-CEM
31	CN1CCN(Cc2ccc(NC(=O)c3cncc(C#Cc4cnc5ccc(NC6CCOCC6)nn45)c3)cc2C(F)(F)F)CC1	-14.2*	-61.8*	-29.2*	3.1*
32	CC(C)N(Sc1nc2ccccc2s1)Sc1nc2ccccc2s1	95.7	81.0	71.5	110.0
33	Nc1ccccc1C(=O)Nc1ccc(Cl)cc1Cl	101.7	88.7	67.2	90.3
34	CCOCCOC(=O)c1ccccc1C(=O)c1ccccc1	103.9	109.8	110.6	.
35	O=C(/C=C/C12c3ccccc3C(c3ccccc31)C1C(=O)N(c3ccccc3)C(=O)C12)c1ccc(Cl)cc1 (configuration not stated)	25.1	5.4*	39.1	13.0
36	C[C@]12CC[C@@H]3c4ccc(OS(=O)(=O)O)cc4CC[C@H]3[C@@H]1CC[C@@H]2NS(=O)(=O)c1cccc(Br)c1	45.4	72.4	.	51.1
37	COC(=O)C/C(=C\c1ccc2c(c1)OCO2)C(=O)OC	99.9	99.8	96.6	98.3
38	CC(C)C(=O)Nc1n[nH]c2cc(-c3cccc(NS(=O)(=O)C4CC4)c3)ccc12	80.3	54.4	72.7	72.4
39	CC(C)c1ccc(Nc2ccc3c(OCCCN4CCN(C)CC4)cccc3n2)cc1	51.5	1.0*	56.5	30.0
40	CCOC(=O)c1nc2c3ccccc3ccn2c1C(=O)OC	92.8	89.4	103.4	88.2

cpd	HOP-62	EKVX	RPMI-8226	M14
31	-0.6*	-4.7*	-34.1*	-97.2*
32	86.8	95.3	84.1	84.8
33	86.6	99.5	63.9	94.7
34	102.1	109.6	108.0	109.0
35	23.5	22.9	4.7*	30.0
36	98.3	.	44.6	65.1
37	89.8	98.5	96.7	103.5
38	66.5	71.7	66.1	55.7
39	64.1	80.7	2.9*	-67.6*
40	95.5	80.2	86.9	107.3

Continued:
cpd	canonical_smiles	A549/ATCC	UACC-62	HOP-92	CCRF-CEM
41	C[C@H]1[C@H](C)CC[C@]2(CO)CC[C@]3(C)C(=CC[C@@H]4[C@@]5(C)CCCNC(C)(C)[C@@H]5CC[C@]43C)[C@H]12	12.0	-72.3*	-5.9*	-34.7*
42	CC1(C)OC(=O)C(c2ccsc2)C(=O)O1	84.7	105.0	104.4	106.1
43	Nc1c(C(=O)Nc2ccccc2)sc2nc3c(cc12)CNCC3	104.9	85.6	57.0	94.9
44	O=C1OCC2=C1C(c1cccc(Br)c1)c1cc3c(cc1N2CCO)CCC3 (configuration not stated)	12.5	20.2	.	8.5*
45	C=C1CCC2C(C)(COC(C)=O)C(OC(C)=O)CCC2(C)C1/C=C/C1=CCOC1=O (configuration not stated)	93.4	87.2	87.6	94.2
46	O=C1/C(=C/c2ccccc2Br)COc2ccc(O)cc21	86.4	66.4	104.4	3.1*
47	Cc1[nH]c2ccc(F)cc2c1CCNC(=O)C1CCN(C(=O)c2ccc(-c3ccccc3)cc2)CC1	39.1	55.0	70.6	54.1
48	Cc1c(-c2ccccc2)[nH]c2ccccc12	102.4	96.3	71.8	95.1
49	O=C(O[C@@H]1Cc2c(O)cc(O)cc2O[C@@H]1c1cc(O)c(O)c(O)c1)c1cc(O)c2c(c1)OCO2	82.5	.	95.1	93.0
50	c1ccc2cc(C3OCC4(CCCC4)CO3)ccc2c1	89.5	109.7	81.0	99.8

cpd	HOP-62	EKVX	RPMI-8226	M14
41	-23.1*	19.4	-39.7*	-73.2*
42	.	104.7	103.2	106.2
43	91.1	81.9	94.7	92.7
44	28.4	47.7	19.0	12.8
45	93.8	110.8	54.1	94.8
46	88.9	96.6	1.7*	73.3
47	64.4	44.2	44.5	40.8
48	104.1	104.5	88.3	143.3
49	98.5	102.4	99.8	91.9
50	99.7	103.1	106.8	105.6

(next part)
cpd	canonical_smiles	A549/ATCC	UACC-62	HOP-92	CCRF-CEM
51	CCCCCCCCCc1ccc(OC(=O)C(C)C)cc1	99.3	.	89.8	10.4
52	NS(=O)(=O)c1cccc(N/C=C/C(=O)c2ccc(Cl)cc2)c1	97.4	99.2	112.8	86.0
53	CC(=O)Nc1ccc(-c2cc3c(NCC4CCCCC4)ncnc3s2)cc1	86.8	74.5	90.0	79.9
54	CCCCN(CC(O)CNc1cc(OC)cc2cccnc12)C(C)CC (configuration not stated)	66.2	97.6	83.6	108.1
55	C=C[Si](OC(C)=O)(OC(C)=O)OC(C)=O	104.0	115.6	.	88.0
56	O=C1/C(=C/c2cccc([N+](=O)[O-])c2)Oc2ccc(O)c(O)c21	99.3	95.9	92.7	51.5
57	CC(OC(=O)OCCOCCOC(=O)OC(C)C(=O)OC1CCCCC1)C(=O)OC1CCCCC1 (configuration not stated)	94.8	93.9	84.6	97.9
58	CCCCCN1C(=O)/C(=c2\sc3n(c2=O)NC2C(N=3)N(CC)C(=O)N2CC)c2cc(Cl)ccc21 (configuration not stated)	97.3	71.4	102.1	97.1
59	COc1cc(/C=C2\CN(C)Cc3c2nc2nc(SC)[nH]c(=O)c2c3-c2cc(OC)c(OC)c(OC)c2)cc(OC)c1OC	.	75.6	105.3	19.7
60	FC(F)(F)c1ccc(-c2cnc(Br)nc2NC2CCCCCC2)cc1	28.8	14.4	-21.4*	28.5

cpd	HOP-62	EKVX	RPMI-8226	M14
51	97.5	93.4	93.4	96.3
52	104.4	100.4	90.3	112.0
53	98.1	87.4	.	.
54	75.7	88.7	99.5	89.9
55	89.5	.	95.9	99.5
56	99.0	94.1	.	95.0
57	100.0	105.4	105.6	.
58	102.3	89.0	66.0	116.1
59	111.6	97.9	50.1	90.2
60	53.5	.	-4.6*	23.1

The list continues.
cpd	canonical_smiles	A549/ATCC	UACC-62	HOP-92	CCRF-CEM
61	COc1ccc(NC2=C(Sc3nc(C)cc(C)n3)C(=O)N(Cc3ccccc3)C2=O)cc1Cl	74.3[30 µM]	71.5[30 µM]	26.9[30 µM]	54.6[30 µM]
62	CCOC(=O)c1[nH]c(C)c2c1CCc1cncnc1-2	108.9	99.7	.	108.6
63	CCOC(=O)c1c(NC(=O)c2cccc(C(F)(F)F)c2)sc2c1CCC(OCC)=C2	50.1	86.9	73.1	26.6
64	CC/C(=C(\c1ccc(OCCN2CCOCC2)cc1)c1ccc(OC(=O)c2ccccc2)cc1)c1ccc(Cl)cc1	88.3	95.1	84.4	86.3
65	O=C1Nc2ccccc2B(O)N1c1cc(C(F)(F)F)cc(C(F)(F)F)c1	46.0	75.2	50.9	.
66	CCN1CCN(C(=O)[C@]23CC[C@@H](C)[C@H](C)[C@@H]2C2=CC[C@@H]4[C@@]5(C)CCC(=O)C(C)(C)[C@@H]5CC[C@@]4(C)[C@]2(C)CC3)CC1	19.9	-46.1*	-5.6*	-8.0*
67	Cc1csc(Nc2nc(-c3ccccn3)nc(C(Cl)(Cl)Cl)n2)n1	79.4	84.3	94.1	59.2
68	O=C(O)C1CC2C=CC1C2 (configuration not stated)	102.6&107.9	94.6&108.5	.	103.9&99.5
69	CC(C)(C)N1Oc2cncc(Br)c2C1c1ccccc1 (configuration not stated)	98.4	120.9	135.1	.
70	C=CCNc1nc(NN2C(=O)c3cccc4cccc(c34)C2=O)nc(-n2cnc3ccccc32)n1	86.4	77.2	16.5	83.8
71	COc1ccc(C2=C(Nc3ccc(C(=O)Nc4ccccc4)cc3)C(=O)N(C)C2=O)cc1	78.2	92.3	116.6	85.4
72	O=C(Nc1cc(C(F)(F)F)cc(C(F)(F)F)c1)Nc1cc(F)c(F)cc1C(=O)O	93.3	88.1	54.2	89.8
73	O=C1OC(c2ccccc2)(c2ccccc2)c2ccsc21	101.2	94.1	87.1	89.2

cpd	HOP-62	EKVX	RPMI-8226	M14
61	96.3[30 µM]	84.5[30 µM]	39.3[30 µM]	95.9[30 µM]
62	94.3	102.3	86.3	109.8
63	97.0	36.9	70.8	.
64	104.8	94.7	86.9	105.2
65	82.9	.	71.0	99.8
66	9.8*	28.4	-34.4*	-41.6*
67	100.6	95.1	91.5	83.7
68	106.4&104.8	.	96.1&119.9	96.5&103.7
69	95.7	102.6	99.7	96.7
70	60.4	62.8	65.7	97.9
71	72.2	96.8	82.1	99.9
72	97.6	91.8	81.2	86.8
73	117.2	.	89.1	106.5

Compounds 2–4 of the list above:
cpd	canonical_smiles	A549/ATCC	UACC-62	HOP-92	CCRF-CEM
2	N#Cc1nc(CC(=O)/C=C/c2ccccc2)c(CC(=O)/C=C/c2ccccc2)nc1C#N	96.6	69.5	83.6	87.3
3	COC(=O)CCN1CCN(c2cccc(Cl)c2)CC1	102.0	97.9	90.0	65.8
4	O=C1CSC(SC(=O)Oc2ccc(Cl)cc2Cl)=N1	97.5	107.5	.	.

cpd	HOP-62	EKVX	RPMI-8226	M14
2	92.2	69.9	94.8	105.1
3	98.5	94.8	73.4	102.2
4	93.3	105.8	.	98.3
